Assay outcomes (PubChem)
BRCA1 expr up: increases BRCA1 expression | AID 624202 | Potency, µM (doses to about 46.1 µM), inactives show at the top dose activation, hits mostly activators | actives 1.1% (n = 380,000) | MCF7-BRCA1-FFLuc reporter, luminescence, 48 h; response scale: scaled: vehicle 0%, 10 µM genistein 100%; also: potency is read from the fitted curve at half-maximal effect; nearly all actives have a fitted effect of over 80% in size; some results filed as inactive show a strong effect at the top dose
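Activators of BRCA1 expression were detected as increased firefly luciferase luminescence in engineered MCF7 cells after 48 h compound incubation. Signals were scaled to genistein 10 microM as full activation.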
TCR activator: T cell receptor activation | primary human leukocytes, anti-CD3, IL-2 HTRF, 48 h | Potency, µM (highest dose often 9.22 µM), inactives show at the top dose activation of IL-2 secretion, usual class: activators | 330,000 tested, under 10 active; also: % of control where 0% means no effect
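Compounds are tested in HTS on primary human leukocytes co-incubated with a-CD3 beads for 48 hr. IL-2 output is measured by time-resolved FRET.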
TRPV1 agonist: agonists of human vanilloid receptor 1 (TRPV1); Q8NER1; activation, % at 8.33 µM; actives 0.19% (n = 320,000); AID 540275; TRPV1-expressing cells, Fluo-8 calcium influx, agonist mode; in the data active = activation above about 80%; inconclusive = between about 30% and that limit; also: 0% is about no effect
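Fluo-8 calcium influx in TRPV1-expressing cells, kinetic read (ex 480/em 520 nm). Compound added and read 3 min for agonist activity, followed by capsaicin at EC20 final and 2 min further read for enhancement.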
AT treatment: candidate therapy for ataxia-telangiectasia | […] A-T fibroblasts, KAP-1 phosphorylation AlphaLISA; neocarzinostatin DNA damage 30 min before lysis | Potency, µM (titrated, usually from 57.5 µM), for the others: at the highest dose activation, actives largely listed as activators | actives 0.19% (n = 320,000); also: potency is read from the fitted curve at half-maximal effect; % of control where 0% means no effect; nearly all actives have a fitted effect of over 45% in size
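ATM-like activity read as KAP-1 phosphorylation via AlphaLISA donor/acceptor antibody pairs after lysis and 6 hr at 25C. Cells were ATM-null patient fibroblasts ([…], hTERT), dosed 60 min, then exposed to the DSB inducer NCS for 30 min.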
PTAP TSG101 blk: blocks PTAP/TSG101 interaction to inhibit HIV-1 budding. Q99816. Fluorescence polarization, FITC-PTAP peptide / Tsg101 binding. Potency, µM (doses to about 115 µM), for the others: top-dose activity change, negative = inhibition, hits mostly inhibitors. 340,000 tested, under 10 active. AID 493005; active = well fitted inhibition curve with a large enough effect in the main read-out, with a control signal flat, not every such curve was filed as active; inconclusive = small, poorly fitted or top-dose-only effect, or effect the other way, or a change in a side signal; inactive = no such curve, though single readings can be large or run the other way; also: potency is read from the fitted curve at half-maximal effect; % of control where 0% means no effect
Target sequence (Q99816 whole entry, looked up): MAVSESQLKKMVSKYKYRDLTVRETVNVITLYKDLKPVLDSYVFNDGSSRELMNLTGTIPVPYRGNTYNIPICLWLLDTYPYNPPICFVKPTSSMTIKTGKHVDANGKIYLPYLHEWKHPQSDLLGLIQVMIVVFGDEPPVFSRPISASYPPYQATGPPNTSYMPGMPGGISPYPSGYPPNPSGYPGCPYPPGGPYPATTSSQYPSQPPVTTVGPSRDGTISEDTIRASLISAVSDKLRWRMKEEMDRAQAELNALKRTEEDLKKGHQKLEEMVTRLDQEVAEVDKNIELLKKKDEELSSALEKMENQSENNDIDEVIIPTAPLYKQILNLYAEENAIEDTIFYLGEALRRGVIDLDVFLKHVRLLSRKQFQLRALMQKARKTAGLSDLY
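Fluorescence polarization binding of Tsg101 binding domain (10 uM final) to FITC-labeled PTAP peptide (50 nM final) in HEPES pH 7.5 buffer with NaCl, Tween 20, EDTA, TCEP. Compounds added before peptide; binding 20 min at RT.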
CXXC DNA block: blocks binding of human MLL CXXC domain to DNA. actives 0.037% (n = 290,000). Q03164. Potency, µM (titrated, usually from 115 µM), for inactives: top-dose activity change, negative = inhibition, usual class: inhibitors. AID 2662. MLL-CXXC / FITC-HOXA9 DNA fluorescence polarization; active = well fitted inhibition curve with a large enough effect in the polarisation, with a control signal flat, not every such curve was filed as active; inconclusive = small, poorly fitted or top-dose-only effect, or effect the other way, or a change in a side signal; inactive = no such curve, though single readings can be large or run the other way; the % refers to the polarisation; also: potency is read from the fitted curve at half-maximal effect
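Purified MLL-CXXC (added from a 7 uM solution) was preincubated 5 min at ambient with pinned compounds in 50 mM Tris-HCl pH 7.5, 50 mM NaCl, 1 mM DTT, 0.05% BSA. Fluorescein-labeled HOX-A9 DNA (50 nM solution) followed, 30 min, then polarization read.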
B2AR arrestin: agonists driving beta-arrestin recruitment to human beta2-adrenergic receptor; P07550; beta-arrestin recruitment to beta2AR, cell-based reporter; Potency, µM (top dose mostly 46.1 µM), for the others: top-dose activation, usual class: activators; actives 0.02% (n = 330,000); AID 492947;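 also: potency is read from the fitted curve at half-maximal effect; 0% = DMSO controls and full agonism = EC100 isoproterenol or metaproterenol; nearly all actives have a fitted effect of over 65% in size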
Target sequence (P07550 whole entry, looked up): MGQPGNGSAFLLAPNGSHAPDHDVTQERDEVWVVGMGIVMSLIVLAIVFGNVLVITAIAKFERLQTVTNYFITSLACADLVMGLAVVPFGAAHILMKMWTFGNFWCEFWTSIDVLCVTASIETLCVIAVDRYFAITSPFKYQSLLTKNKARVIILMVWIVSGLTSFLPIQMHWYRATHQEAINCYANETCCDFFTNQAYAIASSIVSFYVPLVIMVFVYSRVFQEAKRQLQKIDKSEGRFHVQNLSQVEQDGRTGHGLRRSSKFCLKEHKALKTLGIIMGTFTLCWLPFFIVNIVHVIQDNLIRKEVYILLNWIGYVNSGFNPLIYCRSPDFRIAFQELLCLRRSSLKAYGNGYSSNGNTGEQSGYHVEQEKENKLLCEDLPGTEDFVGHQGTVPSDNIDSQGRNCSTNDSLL
a7 integrin act: integrin-mediated muscular dystrophy alleviation activation | actives 0.064% (n = 350,000) | AID 624291 | Potency, µM (series often up to 38.3 µM), for the others: at the highest dose activation, actives largely listed as activators | alpha7betagal myoblasts, beta-gal FDG fluorescence, 48 h;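 also: potency is read from the fitted curve at half-maximal effect; 100% = response of the positive control SU9516; nearly all actives have a fitted effect of over 60% in size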
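alpha7betagal+/- myoblasts (passage 13, 250/well) treated 48 h at 37C with compounds at 1:260 dilution of DMSO stock. Lysed, then beta-galactosidase activity read as FDG fluorescence (ex 480/em 540) after 30 min, with pre-read for autofluorescence.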
ELG1 repair inh: ELG1-dependent DNA repair inhibition. actives 2.3% (n = 330,000). AID 504467. HEK293T ELG1-luciferase reporter, luminescence, 16 h; DNA damage induced by 5-fluorouridine. Potency, µM (top dose mostly 46.1 µM), for inactives: at the highest dose activity change, negative = inhibition, usual class: inhibitors; also: potency is read from the fitted curve at half-maximal effect; % is scaled to controls: 0 for no effect and ±100 for the full control effect; nearly all actives have a fitted effect of over 55% in size
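Quantitative HTS, concentration-response format. 2,000 cells/well co-treated with 5-fluorouridine and compound, 16 hr in 5% CO2 at 37 °C; ONE-Glo luminescence read after 30 min.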
p53 reactivator: restores transcriptional activity of mutant p53; AID 504706; Potency, µM (series often up to 92.2 µM), without a hit: at the highest dose activity change, positive = activation, hits mostly activators; actives 0.063% (n = 320,000); H1299 p53-A138V BP100-luciferase reporter, luminescence, 24 h; also: potency is read from the fitted curve at half-maximal effect; % of control where 0% means no effect; nearly all actives have a fitted effect of over 45% in size
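p53-null H1299 cells stably carrying temperature-sensitive p53-A138V and a BP100-luciferase reporter were pinned with compounds (4-point, 1:5 series) and held 24 hrs at 37 deg C. Luminescence was read 10 min after detection reagent.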
* hit, by the source's call; ? = inconclusive; · = no result given; & = joins results of further samples; [ ] = dose if it differs, or a comment. Unless noted, calls follow the shape of the dose curve; as a rule, active = well fitted curve in the direction sought with a large enough effect; inconclusive = small, poorly fitted or top-dose-only effect, or another doubt; inactive = no such curve, though single readings can be large; an effect the other way counts as inactive or inconclusive. Not all compounds are listed; rates above refer to the full screens.

SMILES	BRCA1 expr up	TCR activator	TRPV1 agonist	AT treatment	PTAP TSG101 blk	CXXC DNA block	B2AR arrestin	a7 integrin act	ELG1 repair inh	p53 reactivator
Oc1ccc(/C=N/NP(=S)(c2ccccc2)c2ccccc2)c(O)c1O	6%[1.84 µM]	-5%	0	-3%	-8%	-12%	0.3%	0%	0%	7%
CCOC(=O)N(c1ccccc1)P1(=S)OCC(C)O1 (stereo unspecified)	·	·	2	5%	·	-3%	0.1%	-10%	2%	6%
O=c1[nH]cc(COCC(F)(F)C(F)(F)C(F)(F)F)c(=O)[nH]1	0%	-7%	0	2%	0%	-8%	0.1%	13%	-2%	-2%
CCC(CC)c1nnc(NC(=O)CC(C)c2ccccc2)s1 (stereo unspecified)	-41%	1%	-2	2%	-2%	8%	-0.3%	-14%	-6%	·
O=C(Cc1ccccc1)N1CCN(Cc2ccccc2Cl)CC1	7%	-1%	?	-2%	-3%	-11%	-0.7%	11%	-5%	-4%
CCOC(=O)c1ccc(N=C(CC)c2c(O)n(C)c(=O)n(C)c2=O)cc1	15%	-18%	-1	2%	-3%	15%	0.6%	2%	-18%	1%
CN1CCN(c2ccc([N+](=O)[O-])c(N3CCCCC3)c2)CC1	-3%	2%	2	1%	-9%	-5%	-0.4%	23%	0%	1%
ClC1C(Cl)C(Cl)C(Cl)C(Cl)C1Cl (stereo unspecified)	0%&18%	-3%&-9%	3&1	16%&1%	1%&0%	·	-0.2%&-0.2%	·	?	1%&3%
COc1cc(C)c(CNCCc2c[nH]c3ccccc23)cc1C	·	-7%	2	-6%	0%	1%	-1.2%	-71%[inhibitor]	?	-3%
NC1=Nc2ccccc2Oc2ccccc21	-33%	·	·	-4%	-6%	1%	-0.4%	-6%	4%	-6%
CN(C)[C@@H]1C(=O)C(C(N)=O)=C(O)[C@@]2(O)C(=O)C3=C(O)c4c(O)ccc(Cl)c4[C@@](C)(O)C3C[C@@H]12 (stereo partly specified)	-10%	0%	1	-2%	0%	-7%	3.1%	·	12%	-1%
CCCCn1c(O)c(C(C)=NCCc2c[nH]c3ccccc23)c(=O)[nH]c1=O	-22%	0%	14	10%	1%	0%	-1.1%	-18%	?	3%
OC1(c2ccccc2)CCNC2CCCCC21 (stereo unspecified)	11%	-1%	-2	3%	-7%	-3%	0.4%	-35%	22%	·
CCc1ccc(C(=O)C23CN4CN(CN(C4)C2)C3)cc1	-5%	7%[46.1 µM]	-2	10%	2%	1%	-0.3%	1%	3%	-2%
CCCCCn1c(N)c(C(=O)NCc2cccs2)c2nc3ccccc3nc21	-24%	3%	16	25%	-7%	-5%	-0.8%	-37%	?	-8%
COc1ccc(N2C(=O)CC(N3CCC(n4c(=O)[nH]c5ccccc54)CC3)C2=O)cc1 (stereo unspecified)	8%	·	0	·	-9%	0%	-1.0%	1%[7.66 µM]	0%	-2%
CSc1ncc(Cl)c(C(=O)O)n1	4%	5%	-1	2%	-2%	-4%	-1.1%	-12%	0%	-4%
Cc1cccc(N2C(=O)NC(=O)/C(=C\c3cnc(-c4ccccc4)nc3)C2=O)c1	16%	-5%[46.1 µM]	-7	13%	-1%	23%	-0.9%	2%	26%	-7%
C[C@H]1CN([C@@H](C)CO)C(=O)c2cccc(NC(=O)c3ccc(-c4nccs4)cc3)c2O[C@@H]1CN(C)C(=O)Nc1cccc2ccccc12	-21%	-8%	·	3%	-1%	·	0.1%	-10%	?	-3%
C=CCN(CC=C)C(=O)Nc1ccc(OCC)cc1	32%	1%	0	-1%	-3%	10%	0.1%	6%	15%	8%
CC(C#N)CCC#N (stereo unspecified)	1%	2%	1	5%	0%	·	0.0%	·	2%	-8%
COC(=O)[C@@]1(Cc2ccc(F)cc2)[C@H]2c3cc(C(=O)N(C)C)[nH]c3C[C@H]2CN1C(=O)c1ccccc1	-2%	9%	3	0%	·	-6%	0.0%	6%	5%	-4%
Cc1cc(C)c2c(ccc3cccc[n+]32)c1	-40%	-2%	·	·	-1%	·	·	-31%	·	·
COc1cc(/C=N/n2cnnc2)ccc1OC(=O)N(C)C	-1%	-2%	-15	·	-4%	9%	-0.4%	22%	8%	-23%
CCCC(=O)Nc1cc(C(=O)N2CCC3(CC2)OCCO3)ccc1S(=O)(=O)c1ccc(C)cc1	-11%	-4%	-5	0%	0%	-19%	-1.7%	-23%[7.66 µM]	3%	-10%
Nc1ccc(CCN2CCN(c3cccc(C(F)(F)F)c3)CC2)cc1	8%	-2%	·	·	-8%	-27%	·	·	·	·
CCCN(CC1CC1)CC(O)c1ccccc1 (stereo unspecified)	-13%	-4%	5	-1%	-3%	8%	-0.2%	-7%	15%	15%
CC(C)OCCCNC(=O)c1c(N)n(CC2CCCO2)c2nc3ccccc3nc12 (stereo unspecified)	-45%	-1%	-2	?	-5%	-4%	0.0%	11%	9.2µM*	-14%
COC(=O)C1=C(c2cccc(OC)c2OC)C[C@@H]2CC[C@H]1N2C(=O)NCc1ccccc1	28%	-4%	·	·	-10%	·	·	-16%	·	·
CN1CCN(/N=C/c2c(O)n(C)c(=O)n(C)c2=O)CC1	0%	2%	-2	7%	0%	3%	-0.1%	0%	-9%	0%

At a glance, part of the list above.
SMILES	BRCA1 expr up	TCR activator	TRPV1 agonist	AT treatment	PTAP TSG101 blk	CXXC DNA block	B2AR arrestin	a7 integrin act	ELG1 repair inh	p53 reactivator
CCCC(=O)Nc1cc(C(=O)N2CCC3(CC2)OCCO3)ccc1S(=O)(=O)c1ccc(C)cc1	-11%	-4%	-5	0%	0%	-19%	-1.7%	-23%[7.66 µM]	3%	-10%
Nc1ccc(CCN2CCN(c3cccc(C(F)(F)F)c3)CC2)cc1	8%	-2%	·	·	-8%	-27%	·	·	·	·
CCCN(CC1CC1)CC(O)c1ccccc1 (stereo unspecified)	-13%	-4%	5	-1%	-3%	8%	-0.2%	-7%	15%	15%
CC(C)OCCCNC(=O)c1c(N)n(CC2CCCO2)c2nc3ccccc3nc12 (stereo unspecified)	-45%	-1%	-2	?	-5%	-4%	0.0%	11%	9.2µM*	-14%
COC(=O)C1=C(c2cccc(OC)c2OC)C[C@@H]2CC[C@H]1N2C(=O)NCc1ccccc1	28%	-4%	·	·	-10%	·	·	-16%	·	·
CN1CCN(/N=C/c2c(O)n(C)c(=O)n(C)c2=O)CC1	0%	2%	-2	7%	0%	3%	-0.1%	0%	-9%	0%

Next part:
SMILES	BRCA1 expr up	TCR activator	TRPV1 agonist	AT treatment	PTAP TSG101 blk	CXXC DNA block	B2AR arrestin	a7 integrin act	ELG1 repair inh	p53 reactivator
CCN1CCN(c2nc3ccccc3s2)CC1	·	11%	-2	-7%	-4%	0%	0.0%	14%	?	8%
CN1CCN(c2c(N)c(=O)oc3ccccc23)CC1	13%	·	3	·	-4%	0%	0.2%	19%	10%	6%
CCCCn1c(O)c(C(C)=NCCCN(CC)CC)c(=O)[nH]c1=O	1%	1%	-4	1%	-8%	4%	-1.8%	-8%	-1%	-2%
COc1cc2[nH]c(=O)n(-c3ccccc3)c(=O)c2cc1OC	19%	0%	-1	-5%	-1%	4%	0.0%	4%	-3%	5%
Cc1nn(Cc2ccccc2)c(C)c1C(=O)NCc1ccccc1F	-9%	-9%	19	0%	-2%	1%	0.0%	?	-7%	-1%
CCc1c(C)nc(N)nc1N1N=C1SC(C(C)=O)C(C)=O	-3%	-3%	-1	2%	-1%	6%	-0.2%	-9%	0%	14%
CC(=NCC1CCCO1)c1c(O)n(C2CCCCC2)c(=O)[nH]c1=O (stereo unspecified)	3%	-3%	7	-3%	-2%	-4%	-0.6%	1%	-2%	0%
O=[N+]([O-])c1ccc(C2[C@H]3C(c4ccccc4)=NC4(CCCC4)N23)cc1 (stereo partly specified)	-20%	2%[46.1 µM]	13	-1%	-2%	-5%	0.2%	41%	-12%	-13%
COc1cc(OC)c(OC)cc1CN1CCN(C(=O)COc2ccc3ccccc3c2)CC1	-15%	1%	5	0%	1%	29%	-0.2%	0%	?	-5%
COc1cccc(OCCNC(=O)c2cc([N+](=O)[O-])cc([N+](=O)[O-])c2)c1	0%	-22%	2	3%	0%	0%	3.9%	10%	?	-2%
COc1ccc(OCC#CCN2CCCCCC2)cc1	89%	-3%	-1	-4%	-1%	35%[activator]	0.2%	1%	-4%	4%
O=C(Cc1c(O)c2ccccc2oc1=O)c1ccc(F)cc1	1%	1%	0	-2%	0%	·	0.1%	-14%	?	?
O=C(O)Cn1cc(C(=O)c2ccccc2)c2ccccc21	7%	·	2	12%	·	1%	-0.2%	11%	14%	4%
COc1ccc(NC2=NC(C)(C)CS2)cc1	99%	7%	2	8%	-1%	-12%	-0.5%	-22%	?	?
CC1(C)CN=C(Nc2ccccc2C(F)(F)F)S1	7%	-14%	-2	3%	-8%	16%	-0.4%	8%	-1%	9%
COc1ccc(-[n+]2c(-c3ccccc3)cc(-c3ccccc3)cc2-c2ccccc2)cc1	-52%	2%	5	5%	-5%	·	0.2%	-43%	?	-11%
